Assay outcomes from PubChem BioAssay.
ssDAF12 agonist – S. stercoralis DAF-12 nuclear receptor activators, primary screen, cell-based, luminescence, HEK293, GRIP1 co-expression, lit1-tk-luc; AID 652126, 2013; activation, % at 6.8 µM; Nuclear hormone receptor DAF-12 (Strongyloides stercoralis); HEK293 ssDAF-12/GRIP1 lit1-tk-luc reporter; % of 3 µM dafachronic acid response; 1% of 370,000 active;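 active means activation above the mean over all tested compounds plus 3 SD, cut at about 0.9% in these data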;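 further: 0% = DMSO-only wells and 100% = 3 µM delta7-dafachronic acid wells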
hgDAF12 agonist – H. glycines DAF-12 receptor agonists, primary screen, cell-based, luminescence, HEK293, GAL4 fusion, UAS-luciferase; 1.8% of 370,000 active; HEK293 GAL4-hgDAF12 UAS-luciferase reporter, agonist luminescence; normalized to butyrate control; Nuclear hormone receptor DAF-12 (Heterodera glycines), GAL4 fusion; activation, % at 6.8 µM;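 active means activation above a cutoff set at the mean of all screened compounds plus 3 SD, cut at about 10% in these data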;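 further: 0% = DMSO wells and 100% = sodium butyrate wells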
HGIII-sPLA2 inh – human group III sPLA2 inhibitors, primary screen, biochemical, QFRET, BODIPY PC-A2 liposome substrate. 0.56% of 370,000 active. Group 3 secretory phospholipase A2 (Homo sapiens), Q9NZ20. QFRET BODIPY PC-A2 liposome hydrolysis, fluorescence. inhibition, % at 12.2 µM;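 active means inhibition above mean plus 3 SD of compounds lying within the high and low control bounds, cut at about 19% in these data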;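 further: 0% = median of test compound wells and 100% = no enzyme DMSO wells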
Target sequence (Q9NZ20 whole entry, looked up): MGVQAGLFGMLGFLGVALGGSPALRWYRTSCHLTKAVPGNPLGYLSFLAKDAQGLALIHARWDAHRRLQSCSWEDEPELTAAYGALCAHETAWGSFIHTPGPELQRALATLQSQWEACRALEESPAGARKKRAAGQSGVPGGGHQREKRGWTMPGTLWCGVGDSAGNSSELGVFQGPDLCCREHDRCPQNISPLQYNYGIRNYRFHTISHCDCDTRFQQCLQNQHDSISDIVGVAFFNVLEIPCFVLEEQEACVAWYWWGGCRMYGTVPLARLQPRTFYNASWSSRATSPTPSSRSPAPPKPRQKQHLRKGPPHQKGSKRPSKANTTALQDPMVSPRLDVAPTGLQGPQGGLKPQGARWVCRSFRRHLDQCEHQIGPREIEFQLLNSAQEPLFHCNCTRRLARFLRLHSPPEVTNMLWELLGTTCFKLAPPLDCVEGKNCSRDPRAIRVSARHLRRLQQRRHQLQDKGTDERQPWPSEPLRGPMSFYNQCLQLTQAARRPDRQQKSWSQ
PLC-beta3 inh – human PLC-beta3 inhibitors, primary screen, biochemical, fluorescence | inhibition, % at 12.2 µM | 0.18% of 370,000 active | Purified PLC-beta3, fluorogenic substrate; in the data active means inhibition above about 11%;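 further: 0% = median of compound wells on plate and 100% = full blocker control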
ADAM17 inh – ADAM17 inhibitors, primary screen, biochemical, QFRET | Disintegrin and metalloproteinase domain-containing protein 17 (Homo sapiens), P78536 | recombinant ADAM17, EDANS/DABCYL FRET peptide cleavage | inhibition, % at 6.95 µM | 0.83% of 370,000 active;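 active means inhibition above the mean of compounds lying between control limits plus 3 SD, set per campaign, cut at about 8.5% in these data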;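 further: 0% = DMSO-only wells as the low control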
Target sequence (P78536 215-824 limits assumed): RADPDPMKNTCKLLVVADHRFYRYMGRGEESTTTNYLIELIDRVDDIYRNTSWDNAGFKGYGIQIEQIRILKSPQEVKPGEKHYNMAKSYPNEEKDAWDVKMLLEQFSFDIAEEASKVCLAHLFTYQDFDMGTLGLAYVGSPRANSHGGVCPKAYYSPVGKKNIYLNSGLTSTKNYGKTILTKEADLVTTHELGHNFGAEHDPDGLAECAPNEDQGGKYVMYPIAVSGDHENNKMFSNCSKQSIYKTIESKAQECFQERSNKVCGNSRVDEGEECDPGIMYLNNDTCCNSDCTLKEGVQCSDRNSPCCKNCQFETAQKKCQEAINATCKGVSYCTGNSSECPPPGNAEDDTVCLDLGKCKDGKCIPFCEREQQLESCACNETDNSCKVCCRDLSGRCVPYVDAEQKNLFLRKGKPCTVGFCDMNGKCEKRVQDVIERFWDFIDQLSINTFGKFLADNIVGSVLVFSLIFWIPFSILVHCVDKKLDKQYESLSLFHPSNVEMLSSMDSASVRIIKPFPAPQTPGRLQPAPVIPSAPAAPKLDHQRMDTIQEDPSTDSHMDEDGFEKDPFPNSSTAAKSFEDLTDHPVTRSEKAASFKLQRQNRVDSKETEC
ADAM10 inh – human ADAM10 inhibitors, primary screen, biochemical, QFRET, HTS. recombinant ADAM10, EDANS/DABCYL FRET peptide cleavage, 3 h. inhibition, % at 7 µM. 0.62% of 370,000 active;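 active means inhibition above a per-campaign cutoff equal to the mean of compounds falling between control-based bounds plus 3 SD, cut at about 20% in these data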;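 further: 0% = DMSO wells while the 100% control is not disclosed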
PLC-gamma1 inh – PLC-gamma1 enzyme inhibitors, primary screen, biochemical, fluorescence, purified enzyme. 0.84% of 370,000 active. fluorogenic substrate. 1-phosphatidylinositol 4,5-bisphosphate phosphodiesterase gamma-1 (Homo sapiens), P19174. inhibition, % at 12.2 µM; in the data active means inhibition above about 9.5%
FXN GAA850 act – FXN promoter activators, primary screen, cell-based, luciferase luminescence, HEK293 lucGAA850; AID 540364, 2011; HEK293 lucGAA850 FXN promoter luciferase reporter, 24 h; percent of 10 µM SAHA response; 0.56% of 360,000 active; activation, % at 6 µM;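 active means activation above the average of all compounds screened plus 3 SD, cutoff fixed separately per campaign, cut at about 7.5% in these data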;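 further: 0% = DMSO wells and 100% = 10 µM SAHA wells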
hcDAF12 agonist – H. contortus DAF-12 nuclear receptor activators, primary screen, cell-based, luminescence, HEK293, lit1-tk-luc reporter; HEK293 hcDAF-12 lit1-tk-luc reporter; 0% DMSO, 100% Δ7-dafachronic acid; activation, % at 6.8 µM; 1.4% of 370,000 active; AID 652067, 2013;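 active means activation above the mean of all tested compounds plus 3 SD, cut at about 5.5% in these data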;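 further: 100% = response to 3 µM Δ7-dafachronic acid high control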
DAX1 inh-1 – DAX1 (NR0B1) inhibitors, primary screen, cell-based, HEK293, Gal4-DAX1, luciferase luminescence | HEK293 Gal4-DAX1 luciferase reporter | Nuclear receptor subfamily 0 group B member 1 (Homo sapiens), P51843 | 0.99% of 340,000 active | AID 504766, 2011 | inhibition, % at 6.75 µM;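 active means inhibition above the mean over all tested compounds plus 3 SD, cut at about 4.2% in these data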;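 further: 0% = DAX1-transfected cells with DMSO and 100% = empty-vector control cells with DMSO; inhibition shows as a rise in luminescence from relieved DAX1 repression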
DAX1 inh-2 – DAX1 (NR0B1) inhibitors on StAR promoter, primary screen, cell-based, luminescence, SF-1 (NR5A1), full-length DAX-1; inhibition, % at 6.8 µM; AID 652010, 2013; 1.1% of 370,000 active; HEK293T StAR-luciferase reporter, SF-1/DAX-1 repression relief;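 active means inhibition above the mean over all tested compounds plus 3 SD, cut at about 3.6% in these data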;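 further: 0% = DAX-1 cells with DMSO and 100% = cells lacking DAX-1 with DMSO; higher inhibition means more luminescence from relief of DAX-1 repression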
Numbers without * were called inactive; i = inactive; / = not tested or not shown.

SMILES	ssDAF12 agonist	hgDAF12 agonist	HGIII-sPLA2 inh	PLC-beta3 inh	ADAM17 inh	ADAM10 inh	PLC-gamma1 inh	FXN GAA850 act	hcDAF12 agonist	DAX1 inh-1	DAX1 inh-2
CCN(CC)CCN1C(=O)/C(=C\c2ccc(Cl)c([N+](=O)[O-])c2)SC1=Nc1ccc(OC)cc1	-1.0	-4.9	-3	0	3	-1	3	-0.1	-2.4	-1.4	-0.1
COc1cc(OC)c(OC)cc1/C=N/NC(=S)NCCN1CCOCC1	-1.6	8.0	2	-50	-76	-229	-37	-0.7	-0.1	-0.8	-0.4
COCCNC(=O)c1ccc2c(=O)n(Cc3ccco3)c(SCC(=O)Nc3ccc(OC)cc3OC)nc2c1	-1.5	5.2	3	-4	-5	-13	1	-0.9	-1.6	0.1	-0.3
N#CCCN(Cc1cccnc1)S(=O)(=O)c1ccc(S(=O)(=O)N2CCCCCC2)cc1	-1.5	-1.4	-2	3	-2	10	5	2.7	-2.2	-0.6	0.7
O=C(CC(NCCN1CCOCC1)C(=O)O)Nc1cccc(Cl)c1 (configuration not stated)	-1.1	-4.8	-1	-4	-1	2	6	2.8	0.7	1.3	-0.3
COc1cccc(-c2nnc(NC(=O)C(C)C)o2)c1	-0.6	2.5	1	4	-2	-11	2	0.1	-0.9	0.9	-0.5
O=C(Nc1ccc2c(c1)OCO2)C1CCCN1C(=O)NCc1ccccc1 (configuration not stated)	-0.6	-1.9	-2	0	-1	-5	3	1.8	-1.5	2.2	-0.3
CCCCn1c(N)c(N(Cc2ccccc2OC)C(=O)c2c(CC)noc2C)c(=O)[nH]c1=O	-0.9	0.1	-2	-10	-4	-4	2	0.3	0.0	-0.5	1.6
O=C(N/N=C/c1ccc2cccnc2c1)c1nc2ccccc2c(=O)[nH]1	-1.3	2.6	1	-4	-3	1	-1	1.4	1.1	1.7	1.2
COc1ccc(CCn2c3c(c(=O)[nH]c2=O)C(NC(=O)c2cccs2)(C(F)(F)F)C(=O)N3)cc1OC (configuration not stated)	-0.8	2.3	5	5	3	8	3	1.0	-1.3	-0.6	-0.2
COc1cccc(NC(=O)CSc2nnc(-c3ccoc3C)n2CC2CCCO2)c1 (configuration not stated)	-1.1	4.0	-5	3	-2	8	1	0.5	-2.2	-0.6	-0.3
CCc1nc2ccc(C(=O)NCCN(C)C)cn2c1N(CC)CCOC	-0.6	0.3	2	3	-7	-15	4	-1.1	1.3	/	0.3
O=C1CC(NCc2ccccc2F)C(=O)N1c1ccccc1 (configuration not stated)	-0.8	6.5	0	0	-2	-4	-2	-2.3	0.0	0.4	0.9
CC(Oc1ccccc1)C(=O)Nc1ccccc1O (configuration not stated)	-0.7	-0.6	-9	3	-1	3	6	3.5	4.5	-0.7	-0.7
OC1CCCN(C(=S)Nc2ccc(SC(F)F)cc2)C1 (configuration not stated)	-0.9	4.8	6	-1	-1	8	5	3.2	2.7	-0.1	0.5
Cc1c(Cl)c(-c2n[nH]c(=S)n2Cc2ccco2)nn1C	-0.7	2.5	5	-3	-3	2	2	0.7	-2.1	0.1	-0.1
CSc1scc2c1-c1nc(SCC(=O)C(C)(C)C)ncc1CC2	-1.8	1.3	1	-375	-171	-408	-268	1.6	-2.5	-2.4	-0.7
C=CCn1c(=O)[nH]c(=O)c2c(N)c(C(=O)c3ccc(OC)cc3)sc21	-1.6	2.4	-3	-19	-3	0	-11	5.7	-2.8	0.5	-0.7
O=C(CSc1ncn(-c2ccccc2)n1)Nc1ccc2c(c1)OCO2	-1.2	1.7	-5	-8	-3	9	-6	2.9	-0.5	0.3	0.7
Cc1nc2nc(-c3ccccc3)cn2nc1C	0.1	14*	2	i	i	i	i	6.1	6.2*	3.2	4.8*
CCC(C)Nc1nc(-c2ccccn2)nc2ccccc12 (configuration not stated)	-1.5	-7.3	4	-25	-13	-45	-8	-7.3	-4.7	-3.6	-1.7
CC(C)N(CCNC(=O)COc1ccc2oc3c(c2c1)CCCC3)C(C)C	-0.2	5.4	-1	-7	-4	-5	2	1.7	1.7	0.4	0.1
CCCCNC(=O)C1(C)CCN1C(=O)c1cncc(Br)c1 (configuration not stated)	-1.3	0.7	10	1	-3	-9	3	1.9	0.3	/	0.6
COc1ccccc1C(=O)N/N=C(\C)CC(=O)Nc1ccc2c(c1)OCCO2	0.5	2.6	-6	-7	1	2	-2	1.3	1.9	-1.9	0.4
CCOC(=O)c1sc2nccc(N(C)C)c2c1N=CNOC	-1.4	1.5	-6	-41	-16	-44	-61	-2.8	-1.8	0.3	-2.0
COCCCN1C(=O)c2ccc(C(=O)Nc3ccccc3OC)cc2C1=O	-0.8	1.7	3	3	-5	1	2	-0.8	0.2	-1.1	-0.3
Cc1ccc(NC(=O)CCCc2ccccc2)nc1	-1.1	7.7	-3	-5	-4	-6	0	5.7	2.0	1.4	3.8*
CCN(CC(=O)NCc1ccc(F)cc1)C(=O)c1ccc(C)o1	-0.7	-0.7	-2	-3	0	-3	0	0.4	-0.3	-0.3	-0.2
Clc1c(-c2ccccc2)nc2ccccn12	1.6*	8.1	10	-12	-21	-61	-8	4.8	4.4	2.0	1.9
CN1C(=O)/C(=C/c2cc(N=Nc3ccccc3)ccc2O)SC1=S	-0.3	1.0	4	2	1	6	3	-0.2	0.4	-0.3	0.0
CCNc1nc(NCC)n2c(SCC(=O)Nc3cccc(F)c3)nnc2n1	-1.0	0.8	4	-7	-7	-3	-3	-1.6	0.8	0.1	1.1
COC(=O)[C@H](CCSC)NC(=O)Nc1cccc(Br)c1	-1.4	-1.7	-4	1	5	6	0	0.9	-1.2	1.1	0.1
C/C(=N\NC(=O)c1ccoc1C)c1cccc2ccccc12	-0.2	13*	-2	-5	-1	-2	0	2.6	2.8	0.1	1.1
O=C(NCC(=O)N1CCN(C(=O)c2ccccc2)CC1)c1ccc(Cl)cc1Cl	-1.5	0.4	6	-1	0	-7	3	0.6	-0.6	-0.3	-0.6
O=c1cc(/C=C/c2ccccc2)oc2c1ccc1ccccc12	-1.2	-1.3	0	-220	-34	-88	-189	1.1	-3.1	-0.1	-0.5
O=C(c1ccc2ccccc2c1)c1cccc(F)c1C(=O)O	-0.7	-2.1	7	-31	-9	-35	-15	1.3	0.2	1.8	-1.1
O=C(Cc1cccc2ccccc12)NCCc1ccccc1	-1.6	-0.7	-3	-4	0	5	-2	4.0	-0.8	0.0	-0.3
O=C(NCC1CCCO1)c1ccc2[nH]c3c(c2c1)CCCC3 (configuration not stated)	-0.1	3.0	-4	-11	-5	-6	-18	3.7	-0.5	2.6	1.9
C=C1CCC(C)C(C)(CCC2=CCOC2=O)C/C=C\C=C/1C(=O)O (configuration not stated)	-1.4	0.4	-1	3	0	-9	0	0.5	-0.8	1.5	0.5
N#CC1=C(N)OC2=C(C(=O)CCC2)[C@]12C(=O)N(CC(N)=O)c1ccccc12	-0.4	1.5	6	-4	-3	2	-5	0.6	0.7	1.5	-0.3
CC1(C)C(=O)NCCN1C(=O)CC1C(=O)NCCN1CC(c1ccccc1)c1ccccc1 (configuration not stated)	-1.0	2.9	-3	-22	-3	-29	-19	1.2	-0.1	2.2	0.3
CCCN(CC1CCCO1)C(=O)c1cc(COc2cccc(OC)c2)on1 (configuration not stated)	-1.2	-1.3	-4	-4	-2	6	-1	2.5	0.2	0.5	-1.3
CN(C)/C=C/C(=O)c1ccc(-n2cccc2)cc1	-1.0	-4.3	-4	-33	6	-2	-16	5.4	-2.1	0.1	0.5
CCOC(=O)N1CCN(C(=O)CSCc2ccc(C)cc2)CC1	-0.7	2.2	6	1	0	-9	1	1.9	-1.8	-0.2	0.0
NC(=O)C1CCCN(C(=O)Nc2cccc3ccccc23)C1 (configuration not stated)	-0.4	1.1	6	-117	-60	-209	-85	0.0	1.0	1.9	-0.6
CSc1nc(-c2ccccc2)nn1S(=O)(=O)c1ccccc1	-0.6	3.2	2	1	-3	-2	-1	2.5	0.1	0.7	0.4
O=C(CCSc1nc2cc(Cl)ccc2o1)N1CCOCC1	-0.8	3.7	2	1	-2	-9	0	0.2	-1.1	-1.5	-0.5
Cc1ccc2c(c1)C(=NC1CCCCC1)c1cc3ccccc3nc1-2	2.4*	20*	-2	-2	-1	2	2	3.7	15*	1.4	4.2*
Cc1cc(C)c(NC(=O)C2CCN(S(C)(=O)=O)CC2)c(C)c1	-1.4	-2.1	0	0	-2	-4	1	-0.6	-0.7	0.9	0.3
Nc1nc(-c2ccc(Cl)cc2)c(N=Nc2ccc(S(=O)(=O)N3CCOCC3)cc2)s1	-1.1	-1.3	5	1	-5	-5	-2	-0.1	-2.3	-1.4	0.4
COC(=O)C[C@@H]1CC[C@H]2[C@H](COc3ccc(NC(=O)c4cccc(C(F)(F)F)c4)cc3C(=O)N2C)O1	-1.1	-3.8	-13	-3	-3	-2	-1	/	-1.5	/	-0.4
O=C1OC(N2C(=O)CC[C@H]2C(=O)Nc2ccc(Br)cc2F)c2ccccc21 (some centres not stated)	-1.1	-0.3	-1	4	1	-3	3	0.9	0.7	2.4	-0.2
Cc1nc(C)c(C(=O)NNS(=O)(=O)c2ccc3ccccc3c2)s1	-2.2	-1.5	-4	4	-1	9	0	-1.4	-1.2	-1.7	-1.9

Ordered by SMILES length (lowest first): 4 of the compounds above
SMILES	ssDAF12 agonist	hgDAF12 agonist	HGIII-sPLA2 inh	PLC-beta3 inh	ADAM17 inh	ADAM10 inh	PLC-gamma1 inh	FXN GAA850 act	hcDAF12 agonist	DAX1 inh-1	DAX1 inh-2
O=C(CCSc1nc2cc(Cl)ccc2o1)N1CCOCC1	-0.8	3.7	2	1	-2	-9	0	0.2	-1.1	-1.5	-0.5
CSc1nc(-c2ccccc2)nn1S(=O)(=O)c1ccccc1	-0.6	3.2	2	1	-3	-2	-1	2.5	0.1	0.7	0.4
Cc1cc(C)c(NC(=O)C2CCN(S(C)(=O)=O)CC2)c(C)c1	-1.4	-2.1	0	0	-2	-4	1	-0.6	-0.7	0.9	0.3
O=C1OC(N2C(=O)CC[C@H]2C(=O)Nc2ccc(Br)cc2F)c2ccccc21 (some centres not stated)	-1.1	-0.3	-1	4	1	-3	3	0.9	0.7	2.4	-0.2
